RAD54 inh: blocks human RAD54 Holliday junction branch migration. Q92698. FAM/BHQ fluorescence. inhibition, % at 10.4 µM. 360,000 compounds, 0.14% hits. AID 602329;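 active means mean normalized replicate activity at least 40 and at least half of replicates scoring 40 or more; inconclusive means only one of the two criteria met; inactive means mean below 40 and under half of replicates reaching 40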;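 further: 0% = median of neutral control wells and 100% = median of positive control wells; inhibitors cause a drop in the FAM fluorescence signal; in these data hits start at about 50%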
ARNT-TACC3 inh: ARNT/TACC3 interaction disruption | Q9Y6A5 | AlphaScreen His-ARNT PAS-B/GST-TACC3 binding, luminescence; TACC3 fragment carries E629A point mutation | inhibition, % at 9.99 µM | 390,000 compounds, 0.66% hits;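 active means mean inhibition of replicates at least 50% and at least half of replicates each reaching 50%; inconclusive means half or more replicates reach 50% but mean below 50%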;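 further: 0% = complete ARNT plus TACC3 wells and 100% = ARNT alone without TACC3; many hits fall short of the cut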
CASP6 VEID inh: inhibitors of human caspase-6; P55212; purified caspase-6, Z-VEID-R110 cleavage fluorescence; inhibition, % at 12.5 µM; 350,000 compounds, 0.53% hits; AID 686996;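 active means mean inhibition across replicates at least about 35%, with every replicate also reaching that limit, limit read from the data; inconclusive means only one of the two criteria met; inactive means neither criterion met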;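 further: 0% = median of neutral control wells and 100% = no fluorescence left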
RAD52 anneal inh: blocks human RAD52 DNA annealing. recombinant RAD52 DNA annealing, FRET fluorescence. inhibition, % at 18.7 µM. 360,000 compounds, 0.46% hits. AID 651710;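 active means every replicate showing at least 50% inhibition; inconclusive means mean inhibition at least 50% but not in every replicate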
E-selectin induc: E-selectin induction on HUVECs. P16581. HUVEC E-selectin immunofluorescence imaging; normalized: neutral wells 0, TNF-alpha wells 100. activation, % at 7.58 µM. 260,000 compounds, 0.37% hits. AID 686992;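 active means mean E-selectin-positive cell signal at least 10% of the positive control, reached in at least 60% of replicates, without over 20% cell loss; inconclusive means no rule given, readout overlaps actives, possibly toxicity-flagged; inactive means the rest, including those meeting only one limit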;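 further: in these data hits start at about 27%; measured in HUVEC primary endothelial cells; signal is the percent of cells scored E-selectin positive by PE staining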
Target sequence (P16581 whole entry, looked up): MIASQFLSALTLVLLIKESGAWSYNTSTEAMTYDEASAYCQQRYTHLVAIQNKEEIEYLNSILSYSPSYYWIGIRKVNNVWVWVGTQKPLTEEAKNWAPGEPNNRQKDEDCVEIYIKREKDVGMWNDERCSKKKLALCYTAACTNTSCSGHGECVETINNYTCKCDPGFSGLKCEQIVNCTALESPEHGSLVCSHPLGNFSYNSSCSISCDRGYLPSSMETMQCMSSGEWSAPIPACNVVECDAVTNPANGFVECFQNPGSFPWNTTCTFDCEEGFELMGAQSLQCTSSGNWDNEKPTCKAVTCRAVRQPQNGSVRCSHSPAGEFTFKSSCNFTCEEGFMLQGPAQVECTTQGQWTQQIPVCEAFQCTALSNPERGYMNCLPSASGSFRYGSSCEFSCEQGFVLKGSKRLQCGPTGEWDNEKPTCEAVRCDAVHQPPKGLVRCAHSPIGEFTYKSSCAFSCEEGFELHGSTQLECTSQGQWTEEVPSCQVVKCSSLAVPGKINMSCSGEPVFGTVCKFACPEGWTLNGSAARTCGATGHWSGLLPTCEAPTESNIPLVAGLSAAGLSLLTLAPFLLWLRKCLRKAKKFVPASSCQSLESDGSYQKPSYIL
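Test system: HUVEC | Signal: Immunofluorescence imaging | Read-out: Percent E-selectin-positive cells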
ERp5 inh: blocks human ERp5 reductase activity on insulin | 350,000 compounds, 0.05% hits | Q15084 | ERp5 insulin aggregation, absorbance 650 nm, 90 min | AID 651711 | inhibition, % at 9.99 µM;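 active means mean replicate inhibition above about 25%, with every replicate also reaching it, limit read from the data, passing the limit was not always enough; inconclusive means only one of those two criteria met; inactive means neither criterion met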
Target sequence (Q15084 whole entry, looked up): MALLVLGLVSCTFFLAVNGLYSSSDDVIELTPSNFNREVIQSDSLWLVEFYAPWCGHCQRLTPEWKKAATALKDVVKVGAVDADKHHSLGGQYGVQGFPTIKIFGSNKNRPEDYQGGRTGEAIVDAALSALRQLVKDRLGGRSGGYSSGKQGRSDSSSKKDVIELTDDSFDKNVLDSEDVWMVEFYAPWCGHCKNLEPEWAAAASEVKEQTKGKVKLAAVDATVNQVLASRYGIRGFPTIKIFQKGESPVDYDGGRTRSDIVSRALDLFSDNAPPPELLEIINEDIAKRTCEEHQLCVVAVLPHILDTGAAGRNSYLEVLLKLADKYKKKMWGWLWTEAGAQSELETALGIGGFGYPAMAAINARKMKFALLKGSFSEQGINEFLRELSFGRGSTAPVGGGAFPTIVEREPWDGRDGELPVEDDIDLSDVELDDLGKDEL
PglD DTNB: inhibitors of Campylobacter jejuni PglD acetyltransferase; purified PglD enzyme, DTNB colorimetric CoA detection; inhibition, % at 12.5 µM; 360,000 compounds, 0.098% hits; AID 602405; in the data active means inhibition above about 16%, passing the limit was not always enough; inconclusive means no clear call, values can overlap the other calls; further: strong numbers were not always called active
esBAF inh: blocks esBAF chromatin remodeling in mouse ES cells. Bmi1-luciferase knock-in reporter, 24 h; 100% = twice the neutral-well signal. 350,000 compounds, 2% hits. reporter increase, % at 12.5 µM. AID 602393; in the data active means activation above about 40%; inconclusive means no clear call, values can overlap the other calls;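 further: 0% = median of the plate's neutral control wells and 100% = double that signal; a rise in the Bmi1 reporter signal indicates esBAF inhibition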
* = called active by the depositor; ? = inconclusive; . = no result given; & = joins results of further samples.

SMILES	RAD54 inh	ARNT-TACC3 inh	CASP6 VEID inh	RAD52 anneal inh	E-selectin induc	ERp5 inh	PglD DTNB	esBAF inh
CC(=O)Nc1ccc(S(=O)(=O)N2CCC(C(=O)NCCC(=O)Nc3nccs3)CC2)cc1	.	0.3	-0.5	-20.6	.	-3.6	.	-3.8
COC(=O)c1nc(N)sc1-c1ccccc1	3.3	0.7	.	.	.	.	-6.7	-9.6
C[C@H]1CN([C@@H](C)CO)C(=O)c2cc(C#Cc3cccc(F)c3)cnc2O[C@H]1CN(C)C(=O)c1ccccc1F	2.5	-2.3	3.9	10.0	1.4	0.2	4.4	-9.3
CCN(CCCNC(=O)Cn1ncc2c([nH]c3ccc(C)cc32)c1=O)c1cccc(C)c1	5.7	-2.8	.	.	.	.	-6.0	2.4
CCOC(=O)N1CCC(N2CCCC(CO)(Cc3ccccc3C)C2)CC1 (stereo not given)	.	2.1	0.1	-128.9	0.9	-0.4	.	.
C=C1c2ccccc2O[C@H](C(=O)OCC)[C@@H]1C1CCCCC1	-3.7	-2.8	4.1	-18.7	.	-3.0	2.9	-8.2
COc1ccc(CSc2ccc(S(=O)(=O)N3CCCCC3)cn2)cc1F	-0.1	-3.8	0.9	0.8	.	-0.7	-1.5	-0.3
CCOc1cc(CO)cc(Br)c1OCC(N)=O	.	10.2	-1.7	-12.6	.	0.0	.	.
Cc1ccc(NS(=O)(=O)c2ccc(-c3ccc(=O)[nH]n3)o2)c(C)c1	.	-1.2	.	-7.1	.	3.8	.	1.7
CC1(C)N=C(SCC(=O)Nc2ccccc2)C(c2ccc(Cl)cc2)=N1	1.3	10.7	.	.	-3.5	.	0.4	6.0
Cc1noc(C)c1S(=O)(=O)Nc1ccc2c(c1)CC(=O)N([C@@H](C)CO)C[C@@H](C)[C@H](CN(C)Cc1ccncc1)O2	10.5	-2.4	-9.1	0.7	.	-10.1	3.7	-1.3
C[C@@H]1CN([C@@H](C)CO)C(=O)CCCn2cc(nn2)CO[C@H]1CN(C)C(=O)Nc1ccc(-c2cccs2)cc1	5.9	-2.1	-1.0&-2.4	10.2&5.2	0.1&0.4	3.4&-2.2	14.3	-2.3
COc1ccccc1Cc1c(C(C)(C)C)nc2cc(C)c(Br)c(C)n12	.	.	-0.5	-6.0	-0.1	-7.7	.	.
CN1CCN(C(=O)C[C@H]2CC[C@@H]3[C@@H](COc4ccc(NC(=O)c5cccs5)cc4C(=O)N3C)O2)CC1	-11.4	0.1	-1.2	5.3	0.0	-3.0	-1.0	0.6
O=C(CN1CCCCC1)Nc1ccccc1NC(=O)CN1CCCCC1	-1.9	1.2	.	.	.	.	0.9	7.4
COc1ccc(C(=O)N(C)Cc2ccccc2F)cc1S(=O)(=O)N1CCCC1	7.9	.	0.6	-5.4	.	6.2	-2.7	2.9
O=C(NCc1ccncc1)[C@@H]1CCCN1C(=O)[C@H]1CCCN1C(=O)c1ccccc1	.	.	0.0	-17.7	-0.1	1.6	.	.
Cc1[nH]nc2c1C(c1ccccn1)N(c1ccc(Br)cc1)C2=O (stereo not given)	-2.0	-0.6	.	.	.	.	3.5	8.0
Cc1cccc(NC(=O)COC(=O)CCc2c[nH]c3ccccc23)c1C	5.6	-0.7	1.3	-15.0	0.1	8.4	-2.0	6.0
COc1ccc(CNC(=O)C[C@H]2C[C@@H]3c4cc(NC(=O)CN(C)C)ccc4O[C@@H]3[C@H](CO)O2)cc1	-10.7	-6.7	3.4	14.7	-0.5	-11.1	-4.3	-8.0
C[C@@H]1CN([C@H](C)CO)C(=O)c2cc(Br)cnc2O[C@H]1CN(C)CC1CCOCC1	-3.8	1.9	-2.3	11.1	-0.3	-3.4	3.2	-4.5
Cc1ccc(NC(=O)Cc2ccc(Cl)cc2)nc1	-33.7	2.9	-0.4	-9.5	.	3.3	-3.4	15.0
Cc1cc(C)c2c(CN3CCN(C/C=C/c4ccccc4)CC3)cc(=O)oc2c1	-2.9	4.9	.	.	.	.	1.2	-2.6
c1cnc(N2CCN(c3ccc4ccccc4n3)CC2)nc1	1.6	.	1.7	-12.9	.	3.1	-6.7	31.9
Cc1cccc(-c2noc(CN(C(=O)c3c(-c4ccccc4Cl)noc3C)C(C)C)n2)c1	4.8	-6.2	-1.6	-13.2	.	-3.4	-4.0	-14.1
O=C(CN1CCCCCCC1)Nc1cc(Cl)cc(Cl)c1	.	-0.9	-4.2	-10.1	.	0.3	.	.
Cc1ccc(OCC(O)CN2CCc3ccccc3C2)c(C)c1 (stereo not given)	11.8	-3.6	1.4	21.7	.	0.1	-3.2	-7.0
CCOc1ccc([C@@H]2CC=C(C(=O)O)[C@H](c3ccc(F)cc3)N2S(=O)(=O)c2ccc(C)cc2)cc1	-9.7	-3.8	1.3	-4.2	-0.1	-5.0	-1.9	1.3
O=C(CN1CCN(S(=O)(=O)c2ccc(F)c(Cl)c2)CC1)N1CCNC1=O	0.6	.	0.0	0.4	.	13.5	-1.5	-1.0
O=C(C[C@@H]1C[C@@H]2c3cc(NC(=O)Nc4ccccc4)ccc3O[C@@H]2[C@H](CO)O1)NCc1ccncc1	-1.4	2.5	-2.6	-9.8	-0.2	9.4	-3.6	1.0
C[C@@H]1CN([C@@H](C)CO)C(=O)c2cc(NC(=O)Nc3ccc4c(c3)OCO4)ccc2O[C@H]1CN(C)C	11.8	13.9	2.9	2.5	44.9*	-4.1	-11.8	6.0
O=C(NC1CCOCC1)C1CCC(=O)N(CCc2cccc(F)c2)C1 (stereo not given)	-11.0	-13.3	-4.1	2.3	.	-6.1	-2.2	.
O=C(NCCCc1ccccc1)c1cc(COc2ccc(F)cc2Cl)on1	6.5	-9.4	2.0	-2.5	.	3.9	0.2	-2.2
COc1ccc(NC(=O)N(C)C[C@@H]2Oc3ncc(/C=C/c4ccccc4)cc3C(=O)N([C@H](C)CO)C[C@@H]2C)cc1	7.3	-8.1	0.1	19.7	0.3	2.7	-1.2	-2.8
Cc1ccc(S(=O)(=O)N(C)C[C@@H]2Oc3c(NC(=O)NC(C)C)cccc3C(=O)N([C@@H](C)CO)C[C@@H]2C)cc1	-7.8	-0.3	-2.9	21.4	-0.2	0.6	1.4	-2.8
Cc1cnc(CNC(=O)c2csc([C@@H]3C[C@H](O)[C@@H](CO)O3)n2)cn1	-1.1	.	1.4	3.7	0.0	-1.2	1.2	-1.7
COc1ccc(NC(=O)N[C@@H](CCSC)C(=O)O)cc1Cl	-3.0	-1.1	.	.	.	.	1.4	-0.4
COc1ccccc1C(=O)Nc1ccc2c(c1)nc1n2CCN(Cc2ccccc2)C1	2.2	12.1	-1.7	-98.6	-0.1	-0.8	-5.5	0.3
Cc1cc(NC(=O)CSCC(=O)Nc2nc3ccc(F)cc3s2)no1	-1.8	-0.3	3.8	-28.6	0.5	1.6	-2.8	7.4
COc1ccccc1Oc1ccc(N/C=C/C(=O)c2ccc(C)o2)cc1	-5.6	.	-0.7	-40.6	.	-3.1	-15.2	37.3
CNC(=O)c1csc(-c2ccc(C)cc2)n1	2.7	-1.7	.	.	.	.	2.1	34.0
Brc1cc(Br)c2nc(-c3cccs3)ccc2c1	-7.2	-1.5	.	.	.	.	4.1	?
CC(C)N1CCC(N2CCN(Cc3ccc4nonc4c3)CC2CCO)CC1 (stereo not given)	-10.6	2.0	-11.9	-5.7	0.0	1.3	4.2	-2.1
N#Cc1c(SCC(=O)Nc2cccc(F)c2)sc2c(O)cc(=O)[nH]c12	-8.0	4.1	43.7*	-29.5	.	1.9	2.8	2.0
C[C@H](CO)N1C[C@H](C)[C@@H](CN(C)S(=O)(=O)c2ccccc2)Oc2ccc(NC(=O)NC3CCCCC3)cc2C1=O	8.2&0.1	2.1&2.6	4.7&-0.2	4.3&-0.2	-16.5	1.1&-3.7	-15.0&6.3	-1.3&-2.1
COC(=O)c1ccc(CNC(=O)CSC2=NCCS2)cc1	.	-5.1	2.3	-10.5	.	3.7	.	.
N#Cc1ccc(-c2ccc([C@H]3[C@H](CO)N4C(=O)CN(C(=O)C5CCCC5)C[C@@H]34)cc2)cc1	.	.	2.7	2.0	-0.1	-5.9	.	.
COc1cc(OC)cc(C(=O)NC(=S)Nc2ccc(Cl)c(C(=O)O)c2)c1	-9.1	-8.1	.	.	.	.	6.3	-5.3
NCCNC(=O)c1c(NC(=O)c2ccccc2)sc2c1CCCC2	6.5	-3.4	-4.1	26.6	.	-13.9	0.8	68.5*
O=[N+]([O-])c1ccccc1N/N=C/c1c[nH]c2ccccc12	7.5	1.0	.	.	.	.	3.8	43.4*
(listing goes on)
SMILES	RAD54 inh	ARNT-TACC3 inh	CASP6 VEID inh	RAD52 anneal inh	E-selectin induc	ERp5 inh	PglD DTNB	esBAF inh
C[C@@H]1CCCCO[C@H](CN(C)C(=O)Nc2ccccc2)[C@H](C)CN([C@H](C)CO)C(=O)c2cc(NC(=O)c3ccncc3)ccc2O1	-4.1	-2.7	-2.0	9.6	.	1.3	0.0	1.9
Cc1ccc(-n2c(SCC(N)=O)nc3c([nH]c4ccccc43)c2=O)cc1	9.5	-3.2	3.6	-5.5	2.2	0.7	0.9	-1.1
O=C(CCC1CCCC1)NNC(=O)COc1ccc(Br)cc1	5.9	-13.6	-0.3	-14.9	.	7.2	-3.7	-7.1
C[C@H]1CN([C@@H](C)CO)S(=O)(=O)c2ccc(C#CC3CC3)cc2O[C@H]1CN(C)Cc1ccccc1	2.1	12.1	0.2	-9.1	0.3	6.7	0.1	-1.3
CC(C)C(=O)Nc1nnc(S(=O)(=O)N2c3ccccc3CC2C)s1 (stereo not given)	-2.6	15.1	2.1	-8.8	-0.2	-4.9	-2.2	-3.1
COc1cccc(S(=O)(=O)Nc2ccc3c(c2)[C@@H]2C[C@H](CC(=O)NC4CCCCC4)O[C@@H](CO)[C@@H]2O3)c1	1.6	11.9	-4.6	4.9	-0.3	-1.3	-1.7	-4.7
CCOC(=O)c1ccc2c(c1)nc(SC(C)C(=O)NCC1CCCO1)n2CC (stereo not given)	-15.8	.	3.1	-22.6	-1.7	2.3	3.2	0.9
O=c1c2c(nc3nc(COc4ccccc4)[nH]n13)CCC2	1.0	-6.2	.	.	.	.	-2.4	0.1
CCOC(=O)c1c(C)oc2ccc(NS(=O)(=O)c3cccs3)cc12	.	-1.1	0.8	-3.5	.	-1.5	.	.
Cc1ccc(C(=O)N2N=C3c4ccccc4S(=O)(=O)N3[C@H]2N(C)C)cc1	.	-0.4	0.5	-13.3	.	2.8	.	.

Retrieved by structure from the list above, two records:
SMILES	RAD54 inh	ARNT-TACC3 inh	CASP6 VEID inh	RAD52 anneal inh	E-selectin induc	ERp5 inh	PglD DTNB	esBAF inh
C[C@H]1CN([C@@H](C)CO)S(=O)(=O)c2ccc(C#CC3CC3)cc2O[C@H]1CN(C)Cc1ccccc1	2.1	12.1	0.2	-9.1	0.3	6.7	0.1	-1.3
Cc1ccc(-n2c(SCC(N)=O)nc3c([nH]c4ccccc43)c2=O)cc1	9.5	-3.2	3.6	-5.5	2.2	0.7	0.9	-1.1

(further entries)
SMILES	RAD54 inh	ARNT-TACC3 inh	CASP6 VEID inh	RAD52 anneal inh	E-selectin induc	ERp5 inh	PglD DTNB	esBAF inh
CC(=O)NNc1ncnc2c1cnn2-c1ccc(C)c(Cl)c1	.	-2.7	-0.4	-1.7	.	1.4	.	.
COC(=O)c1ccc2nc(-c3ccco3)c(Cc3cccc(F)c3)n2c1	-10.2	.	8.2	-28.8	0.0	1.3	0.5	10.4
Brc1cc2[nH]cnc2c2ccccc12	-0.1	-3.9	2.5	8.9	.	2.1	-3.4	1.4
C[C@H]1CN([C@@H](C)CO)C(=O)c2cc(NS(=O)(=O)c3ccc(F)cc3)ccc2O[C@H]1CN(C)S(=O)(=O)c1ccccc1	-10.7	16.0	.	.	0.0	.	-0.1	3.1
COC(=O)c1ccc(C)c(NC(=O)CCCN2C(=O)CN(C)C2=O)c1	-0.9	-8.4	-1.5	-7.3	-0.4	5.9	1.1	.
